# BH1578 lux ind: inducers of Vibrio cholerae quorum light production without autoinducers. V. cholerae BH1578 lux reporter, luminescence, 6 h. activation, % at 18.7 µM. hit rate 0.16% among 350,000. AID 588436; in the data active means activation mostly above about 9.7%, no sharp cut-off; further: not every result past the cut was called active; inactives centre near 0; reference of the scale not given here
# GDH-TPI inh: GDH-TPI coupled enzyme inhibition counter-screen | GDH-TPI coupled enzyme counterscreen, NADH absorbance | inhibition, % at 4.8 µM | hit rate 1.2% among 360,000 | AID 588335; in the data active means inhibition above about 30%;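 further: 0% = DMSO wells and 100% = wells lacking the enzyme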
# 3CLpro inhibitor: SARS-CoV 3CLpro protease inhibition | P0C6X7 | recombinant SARS-CoV 3CLpro, quenched FRET peptide cleavage | inhibition, % at 6 µM | hit rate 0.14% among 290,000 | AID 1706; in the data active means inhibition above about 12%
# BioA inh: blocks M. tuberculosis BioA enzyme activity | purified M. tuberculosis BioA enzyme, plate reader | inhibition, % at 9.99 µM | hit rate 0.096% among 360,000; in the data active means inhibition above about 40%
# FBA Mtb inh: inhibits M. tuberculosis FBA enzyme. purified M. tuberculosis FBA, fluorescence read-out. inhibition, % at 1 µM. hit rate 2.3% among 360,000. AID 588726; in the data active means inhibition above about 27%;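 further: 0% = vehicle and 100% = reference inhibitor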
# DUSP3 inh: inhibitors of human VHR1 phosphatase (DUSP3); recombinant VHR phosphatase, pNPP absorbance; inhibition, % at 13.3 µM; hit rate 0.52% among 290,000; AID 1654; in the data active means inhibition above about 50%; further: some compounds called inactive have numbers as strong as hits
# Target sequence (P51452 whole entry, looked up): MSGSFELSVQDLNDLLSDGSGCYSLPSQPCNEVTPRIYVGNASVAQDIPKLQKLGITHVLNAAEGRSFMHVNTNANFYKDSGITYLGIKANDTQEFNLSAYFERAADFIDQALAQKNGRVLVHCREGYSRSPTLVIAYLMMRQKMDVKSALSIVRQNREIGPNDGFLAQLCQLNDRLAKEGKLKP
# UGM FP inh: inhibitors of M. tuberculosis UDP-galactopyranose mutase; purified UGM, fluorescence polarization probe displacement; inhibition, % at 10 µM; hit rate 0.06% among 320,000; AID 504406; in the data active means inhibition above about 10%, passing the limit was not always enough
# PriA SSB inh: blocks PriA binding to SSB C-terminal tail. inhibition, % at 33 µM. hit rate 0.6% among 430,000. AID 1272365. AlphaScreen SSBct-PriA binding, biotinylated peptide; in the data active means inhibition mostly above about 37%, no sharp cut-off; inactive means mostly below about 20%;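 further: plate controls were negative control peptide for no effect and reference peptide for full effect; strong numbers were not always called active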
# MazEF act: MazEF (E. coli) toxin RNase activation; P0AE70; FAM/BHQ RNA-DNA oligo cleavage fluorescence, 5 h; activation, % at 20 µM; hit rate 0.32% among 350,000; in the data active means activation above about 50%
# Target sequence (P0AE70 whole entry, looked up): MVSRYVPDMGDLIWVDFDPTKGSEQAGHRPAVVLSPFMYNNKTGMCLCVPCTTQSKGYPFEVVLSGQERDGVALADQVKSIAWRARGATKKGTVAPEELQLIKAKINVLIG
# Rv3671c protease: Rv3671c (M. tuberculosis) protease inhibition; hit rate 0.048% among 320,000; inhibition, % at 5.96 µM; AID 2606; in the data active means inhibition above about 38%;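 further: extracellular domain of Rv3671c used as enzyme; 0% = enzyme with DMSO and 100% = no enzyme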
# Target sequence (P9WHR9 whole entry, looked up, the tested form may be a part): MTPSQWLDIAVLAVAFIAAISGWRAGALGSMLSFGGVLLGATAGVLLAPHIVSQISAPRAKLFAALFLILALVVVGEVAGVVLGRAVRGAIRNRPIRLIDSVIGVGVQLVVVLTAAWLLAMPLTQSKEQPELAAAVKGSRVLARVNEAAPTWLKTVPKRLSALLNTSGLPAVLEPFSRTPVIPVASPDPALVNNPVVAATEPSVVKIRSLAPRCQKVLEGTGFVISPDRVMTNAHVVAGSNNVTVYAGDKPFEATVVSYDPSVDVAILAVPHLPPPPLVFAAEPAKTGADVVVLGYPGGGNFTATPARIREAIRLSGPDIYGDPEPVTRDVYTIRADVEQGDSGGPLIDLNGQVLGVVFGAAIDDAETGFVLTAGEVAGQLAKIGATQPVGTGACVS
# Numbers without * were called inactive; i = inactive; . = not tested or not shown; & = joins results of further samples. These rows are one share of the data (hit frequency here may not be typical).
SMILES,BH1578 lux ind,GDH-TPI inh,3CLpro inhibitor,BioA inh,FBA Mtb inh,DUSP3 inh,UGM FP inh,PriA SSB inh,MazEF act,Rv3671c protease
CCOC(=O)c1ccc(NC(=S)N2CCCC(C(=O)N3CCCC3)C2)cc1 (centres undefined),i,5,9,3.6,-2,18,0.9,-3,-7,-3
CCOc1nsc(OCC)n1,i,-2,1,.,-1,26,-0.1,-6,-2,3
CC1=Nc2cccc3cccc(c23)N1,0.4,13,2,-1.9,5,0,3.3,46,3,0
COC(=O)c1ccc(=O)n(Cc2ccco2)c1,i,0,3,-2.0,5,-9,-0.8,-7,7,0
CC(C)C(=O)Nc1cccc(-c2nc3ncccc3o2)c1,0.0,7,-2,4.5,35*,10,-0.3,-4,13,7
Cc1cccc(OCc2nnc(NC(=O)Cc3cccs3)s2)c1,i,13,2,-1.2,-2,22,1.2,3,4,6
COc1cccc(NC(=S)N(CCc2c(C)[nH]c3ccccc23)Cc2cccs2)c1,-0.3,-1,1,-1.4,-1,4,4.8,-10,-2,5
Cc1cccc(NCC(=O)N/N=C/c2ccc(Br)cc2)c1,-0.2,10,6,.,3,-9,-2.6,.,3,10
Cc1cc2n(n1)C(c1ccccc1Cl)Nc1ccccc1-2 (centres undefined),-0.3,14,-6,-1.7,5,22,1.2,-11,6,5
COc1ccc(NC(=O)CSc2nnc(-c3cccc(O)c3)o2)cc1,-0.2,-5,-1,-3.4,-1,2,4.0,-1,8,-1
Cc1ccn2c(C(=O)c3ccc(Cl)cc3)cnc2c1,-0.6,26,-1,0.9,5,18,-0.7,-22,0,6
Cc1cc(NC(=O)c2cc(-c3ccco3)on2)no1,-0.3,4,-1,.,-8,34,2.2,-14,-4,-3
N#Cc1c(-c2ccccc2)ccn(Cc2ccccc2Cl)c1=O,i,14,0,.,8,49,0.4,-4,-10,2
Cc1cc(C(=O)Nc2cccc3c2O[C@H](CN(C)CC2CC2)[C@@H](C)CN([C@H](C)CO)C3=O)n(C)n1,-0.5,3,.,0.2&-0.2,-2,.,-0.8,-10,4,1
CCN(C(=O)COC(=O)c1nc(Cl)ccc1Cl)C1CCS(=O)(=O)C1 (centres undefined),i,-14,.,0.1,-1,.,0.8,-6,-6,-5
O=C(Nc1ccc(N2CCCCC2)cc1)c1cc(S(=O)(=O)N2CCOCC2)ccc1F,-0.9,-1,.,0.8,1,.,-0.9,12,-4,-1
C=CCOc1ccc(CN(C)CC(=O)Nc2ccc3c(c2)CCC3)cc1,-0.3,-4,1,.,-1,14,-1.6,-17,-9,-5
CCOc1ccc(C2CC(c3cccc(C)c3)n3ncnc3N2)cc1 (centres undefined),-0.9,5,-1,3.9,3,36,-0.6,3,3,3
Cc1ccc(-c2cc(C(=O)Nc3ccc(S(=O)(=O)Nc4nccs4)cc3)c3ccccc3n2)c(C)c1,-0.4,9,3,1.9,0,22,2.5,24,2,-68
Cc1ccc(OCCn2c(Br)nc3c2c(=O)n(C)c(=O)n3C)cc1,-0.5,18,-2,-3.5,3,13,0.4,-17,-2,-2

# A few values from the entries so far.
# FBA Mtb inh with `COc1cccc(NC(=S)N(CCc2c(C)[nH]c3ccccc23)Cc2cccs2)c1` = -1
# BH1578 lux ind with `CCOc1ccc(C2CC(c3cccc(C)c3)n3ncnc3N2)cc1` (centres undefined) = -0.9
# UGM FP inh with `Cc1ccc(-c2cc(C(=O)Nc3ccc(S(=O)(=O)Nc4nccs4)cc3)c3ccccc3n2)c(C)c1` = 2.5

# (list continues)
SMILES,BH1578 lux ind,GDH-TPI inh,3CLpro inhibitor,BioA inh,FBA Mtb inh,DUSP3 inh,UGM FP inh,PriA SSB inh,MazEF act,Rv3671c protease
CN(C)C(CNC(=O)Cc1cccc(C(F)(F)F)c1)c1ccco1 (centres undefined),-1.4,-8,-3,.,1,2,0.1,-3,-12,-8
O=C(CN1C(=O)C(=O)c2ccccc21)c1ccccc1,i,7,3,-0.9,1,-5,-3.1,0,12,-3
COc1cccc(-n2nnc3c(=O)n(CC(=O)OCc4ccccc4)cnc32)c1,i,2,1,1.0,-1,-8,-1.7,-25,2,12
Cc1ccc(C)c(NC(=O)CSc2nnc(-c3ccncc3)o2)c1,i,-1,2,1.2,2,25,0.8,-9,4,0
CS(=O)(=O)N(CC(=O)NC1CC2CCC1C2)c1cccc(C(F)(F)F)c1 (centres undefined),5.0,0,-7,1.1,-10,-28,0.5,-2,5,6
CN1CCN(c2nc(-c3ccc(Cl)cc3Cl)nc3ccccc23)CC1,-0.2,1,1,1.4,-4,9,-0.2,6,8,-4
Nc1scc2c(C(=O)N/N=C/c3ccc(Cl)cc3)nn(-c3ccccc3)c(=O)c12,i,9,-1,-0.9,-3,6,-2.2,.,-2,-11
CC(C)CCN1CCN(Cc2cccc(-n3cccn3)c2)CC1CCO (centres undefined),-0.5,9,1,-1.0,0,21,3.4,-5,0,3
CCOc1ccc(C=NNc2ccc(S(=O)(=O)Nc3ccccc3C(=O)O)cc2[N+](=O)[O-])cc1OC,.,8,.,.,-2,.,.,4,-30,15
CC(C)Cn1c2c(c(=O)[nH]c1=O)C(NS(=O)(=O)c1ccc(Cl)cc1)(C(F)(F)F)C(=O)N2 (centres undefined),-0.3,-1,4,-0.1,4,9,4.5,-7,4,5
COc1ccc(N/C(=C/[N+](=O)[O-])SC)cc1,0.0,20,-1,.,-4,5,-0.2,6,2,-3
CCOCCCN(C(=O)CNC(=O)c1ccco1)C(C(=O)NC1CCCC1)c1ccccc1C (centres undefined),-7.9,4,5,-0.9,2,21,3.0,-7,4,1
CN(CC(=O)Nc1ccccc1Br)C(=O)c1ccccc1-c1nc2ccccc2s1,0.4,8,0,-1.4,3,6,3.4,1,9,-3
CCC1(C)NC(C(=O)O)Cc2c1[nH]c1ccccc21 (centres undefined),i,9,3,-1.3,0,60*,0.2,-18,3,6
CCCCc1nnc(NC(=O)C2CC(=O)N(c3ccc(C)cc3)C2)s1 (centres undefined),-0.4,-4,-3,-1.8,2,23,-1.1,-2,-4,10
COc1cc(/C=C/C(=O)Nc2ccc3[nH]c(=O)[nH]c3c2)cc(OC)c1OC,-2.8,12,-6,.,3,-36,-1.7,10,12,2
CCOC(=O)Nc1cccc(OCC(=O)Nc2ccccc2OC)c1,i,9,7,-0.1,1,.,1.2,-6,-3,6
CCOc1ccc(NCc2cc3c(C(C)(C)C)nn(-c4ccccc4)c3[nH]c2=O)cc1,-0.5,11,6,0.0,3,4,-2.2,10,-6,-3
O=C(CCc1ccccc1)NCCC1=CCCCC1,-0.3,3,-1,.,-2,-4,1.8,-5,-8,-12
Cc1ccc(NC(=O)NNC(=O)C2CC(c3cccs3)=NO2)cc1 (centres undefined),-0.4,-2,-1,0.3,26,28,-3.6,-2,-1,5

# Record cards, as listed above.
# Results for `CCC1(C)NC(C(=O)O)Cc2c1[nH]c1ccccc21` (centres undefined) = BH1578 lux ind = i; GDH-TPI inh = 9; 3CLpro inhibitor = 3; BioA inh = -1.3; FBA Mtb inh = 0; DUSP3 inh = 60*; UGM FP inh = 0.2; PriA SSB inh = -18; MazEF act = 3; Rv3671c protease = 6
# Results for `O=C(CCc1ccccc1)NCCC1=CCCCC1` = BH1578 lux ind = -0.3; GDH-TPI inh = 3; 3CLpro inhibitor = -1; BioA inh = .; FBA Mtb inh = -2; DUSP3 inh = -4; UGM FP inh = 1.8; PriA SSB inh = -5; MazEF act = -8; Rv3671c protease = -12

# Next entries:
SMILES,BH1578 lux ind,GDH-TPI inh,3CLpro inhibitor,BioA inh,FBA Mtb inh,DUSP3 inh,UGM FP inh,PriA SSB inh,MazEF act,Rv3671c protease
CC(=O)NC(c1cccc(F)c1)c1nc(-c2ccccc2C)cs1 (centres undefined),-0.5,6,.,-0.3,-2,.,.,.,.,.
CN(C)S(=O)(=O)c1ccc(Oc2ccc(S(=O)(=O)N(C)C)cc2)cc1,-0.5,4,0,-3.9,2,-2,0.8,7,7,-7
COc1ccc(/C=C2/SC(=O)N(CCC(=O)Nc3ccc(S(=O)(=O)Nc4nccs4)cc3)C2=O)cc1,i,34*,2,.,-6,-6,-0.6,1,-9,-227
C[C@@H]1CN([C@@H](C)CO)C(=O)CCCn2nncc2CO[C@@H]1CN(C)C(=O)c1ccccc1,-0.2,-13,.,-0.5&-0.8&-0.2,2,.,.,.,11,.
O=C(NC(=S)N1CCN(Cc2ccccc2)CC1)c1ccco1,i,-2,0,.,-3,22,1.6,-10,1,5
CCC(C)SCc1nc2ccccc2[nH]1 (centres undefined),i,0,0,.,-1,12,1.8,-7,-1,-6
COc1ccccc1CNC(=O)COC(=O)c1cc(=O)[nH]c2ccccc12,0.3,6,.,-0.5,9,.,-3.3,11,13,-11
N=c1oc2ccccc2cc1C(=O)N/N=C/c1ccccc1,3.6,22,8,-0.9,3,29,3.8,.,11,-7
CCN(CC)c1ccc(C=C2C(=O)N(C)C(=S)N(C)C2=O)o1,-0.2,3,-6,-2.0,-4,-3,-3.1,-10,-252,-23
CCCCn1c(N)c(C(=O)OCCOC)c2nc3ccccc3nc21,i,3,1,-0.5,55*,-5,2.8,0,8,1
NS(=O)(=O)c1ccc(CCNC(=O)CSc2nc3ccccc3c(=O)n2CC2CCCO2)cc1 (centres undefined),i,-5,-3,-1.1,4,8,0.1,-12,3,2
CN(Cc1c(F)cccc1Cl)C(=O)CNC(=O)c1sc2ccccc2c1Cl,-1.8,-1,.,-2.9,5,.,0.7,-3,-11,-8
Cc1c(Cc2ccccc2)c(=O)oc2cc(OCC(N)=O)ccc12,i,5,4,1.6,66*,48,1.4,-9,-1,-2
Cc1nc(SCc2ccc(C(=O)O)cc2)nc2c1CCCC2,1.5,12,7,.,2,15,4.5,1,-6,-3
COc1ccc(-n2nc3c(N4CCC(C(=O)N5CCC(C)CC5)CC4)nnc(C)c3c2C)cc1,-0.2,10,5,21,8,-2,2.5,-16,42,-9
CCN1CCN(c2ccc(S(=O)(=O)N3CCOCC3)cc2NC(=O)/C=C/c2ccc(C)cc2)CC1,-5.6,9,.,.,0,.,-0.9,-8,12,12
COc1ccccc1C(=O)NCCC(=O)NC1CCCC(C)C1C (centres undefined),i,-10,.,0.6,0,.,0.6,-3,4,5
CCOC(=O)N1CCN(C(=O)CS(=O)(=O)Cc2nc(-c3ccccc3F)oc2C)CC1,-0.3,-4,-2,-4.8,2,5,4.5,0,-5,-4
COc1ccc(S(=O)(=O)NCc2ccccn2)cc1NC(=O)c1ccccc1C,-5.6,1,.,2.2,5,.,1.7,10,-3,1
CCCN(C(=O)C1CCCN(c2ncnc3c2nc2n3CCCCC2)C1)c1ccc(F)cc1 (centres undefined),-0.4,-13,0,3.4,3,4,-0.6,2,8,-5
